Bioassay records as filed in PubChem.
MBD2 DNA inh = inhibitors of MBD2 binding to methylated DNA, primary screen, biochemical, TR-FRET, DNA-binding domain, human. Methyl-CpG-binding domain protein 2 (Homo sapiens), Q9UBB5. MBD2 binding to methylated oligonucleotide. inhibition, % at 4.4 µM. actives 0.31% (n = 370,000). AID 686964, 2013; in the data active = inhibition above about 13%
PRMT1 inh = PRMT1 methyltransferase inhibitors, primary screen, biochemical, fluorescence polarization; Protein arginine N-methyltransferase 1 (Homo sapiens), Q99873; recombinant PRMT1, activity-based probe fluorescence polarization; inhibition, % at 2.79 µM; actives 1.3% (n = 370,000);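 active = inhibition above about 21% made by adding two undisclosed values, limit read from the data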
TDP2 inh = human TDP2 enzyme inhibitors, primary screen, biochemical, epi absorbance, recombinant enzyme. Tyrosyl-DNA phosphodiesterase 2 (Homo sapiens), O95551. AID 720702, 2013. actives 0.34% (n = 370,000). inhibition, % at 12.8 µM. T5PNP hydrolysis, p-nitrophenol absorbance 415 nm;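 active = inhibition above the mean of all tested compounds plus 3 SD, set per campaign, cut at about 25% in these data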;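 note: 0% = DMSO with enzyme and 100% = buffer with substrate but no TDP2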
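Material: recombinant human TDP2; quantity: TDP2 enzyme at 120 nM final; medium: Tris-HCl pH 7.5 with MgCl2; compound: single concentration, 12.8 µM nominal, with 1% DMSO; incubation: 2 h enzyme incubation at 37 °C; signal: epi absorbance; measure: percent inhibition; benchmarks: high control without enzyme, low control DMSO plus TDP2; repeats: singlicate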
KLK7 zymogen act = proKLK7 zymogen activators, primary screen, biochemical, fluorescence intensity; Kallikrein-7 (Homo sapiens), P49862; purified proKLK7, EDANS-DABCYL substrate fluorescence; 100% is mature enzyme control, 0% vehicle; activation, % at 7 µM; actives 0.9% (n = 370,000); AID 652039, 2013;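 active = activation above the mean of all tested compounds plus 3 SD, computed per campaign excluding outliers beyond control limits, cut at about 13% in these data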
Target sequence (P49862 whole entry, looked up): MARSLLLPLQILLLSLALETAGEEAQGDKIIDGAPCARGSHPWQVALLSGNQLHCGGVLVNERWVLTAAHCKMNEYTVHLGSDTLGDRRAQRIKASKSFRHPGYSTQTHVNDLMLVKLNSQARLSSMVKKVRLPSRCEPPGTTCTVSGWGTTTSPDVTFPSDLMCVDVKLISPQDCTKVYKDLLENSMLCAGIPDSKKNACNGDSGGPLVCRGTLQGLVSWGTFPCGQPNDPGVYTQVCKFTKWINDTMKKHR
LEDGF integ inh = blockers of LEDGF/p75-dependent integrase strand transfer – biochemical, TR-FRET, high throughput, primary screen; HIV-1 integrase (with human LEDGF/p75); TR-FRET IN-LEDGF/p75 DNA integration, Eu/Cy5; actives 0.64% (n = 370,000); inhibition, % at 3.7 µM;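 active = inhibition above the screen-wide mean plus 3 SD, cut at about 13% in these data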;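 note: signal is the Cy5 over europium emission ratio at 671 and 618 nm; 0% = plate median of compound wells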
SIAE primary = human SIAE inhibitors, primary screen, biochemical, fluorescence polarization, FP-Rh probe, 1536-well HTS; actives 0.69% (n = 370,000); Sialate O-acetylesterase (Homo sapiens), Q9HAT2; SIAE FP-Rh probe binding; inhibition, % at 9.66 µM;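 active = inhibition above a cutoff: mean of compounds within the control limits plus 3 SD of those, cut at about 17% in these data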;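 note: 0% = plate median of compound wells and 100% = probe without SIAE protein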
DDE Tn7 FP inh = inhibitors of Tn7 peptide binding to fibrin DD(E), primary screen, biochemical, fluorescence polarization, human fibrin, Tn7 probe | actives 0.13% (n = 370,000) | Fibrinogen beta chain (Homo sapiens), P02675 | inhibition, % at 8.3 µM | FP displacement of FITC-Tn7 peptide from fibrin DD(E); 0% = median of compound wells per plate;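 active = inhibition above the mean of compounds falling within the control limits plus 3 SD of them, cut at about 14% in these data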;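 note: 0% = plate median of compound wells and 100% = 10 µM Aha-Tn7 peptide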
Target sequence (P02675 whole entry, looked up): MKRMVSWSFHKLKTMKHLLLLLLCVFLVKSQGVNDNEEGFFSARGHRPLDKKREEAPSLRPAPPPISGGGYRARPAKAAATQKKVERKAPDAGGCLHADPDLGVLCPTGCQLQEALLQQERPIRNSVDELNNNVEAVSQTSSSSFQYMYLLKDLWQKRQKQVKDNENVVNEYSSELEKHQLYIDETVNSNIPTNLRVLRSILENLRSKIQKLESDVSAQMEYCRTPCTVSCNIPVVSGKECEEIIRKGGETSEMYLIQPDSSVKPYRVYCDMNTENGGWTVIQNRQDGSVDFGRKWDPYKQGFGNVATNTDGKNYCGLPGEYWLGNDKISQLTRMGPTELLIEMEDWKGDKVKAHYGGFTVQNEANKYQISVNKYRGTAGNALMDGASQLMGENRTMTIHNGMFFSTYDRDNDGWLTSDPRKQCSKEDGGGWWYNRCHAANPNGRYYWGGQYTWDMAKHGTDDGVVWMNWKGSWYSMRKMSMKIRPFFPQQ
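system = human fibrin DD(E) protein | quantity = DD(E) 2 µM final | medium = Tris/NaCl/CaCl2 buffer, pH 7.8 | also added = labelled Tn7 tracer, 0.1 µM | compound dosing = single point at 8.3 µM | timing = compound with protein 10 min, then 3 h after probe, room temperature | signal = FP measurement | benchmarks = Aha-Tn7 high control | repeats = one replicate per compound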
DDE Tn6 FP inh = inhibitors of Tn6 peptide binding to fibrin DD(E), primary screen, biochemical, fluorescence polarization, human fibrin, Tn6 probe; Fibrinogen beta chain (Homo sapiens), P02675; Fibrin DD(E) TRITC-Tn6 fluorescence polarization displacement; inhibition, % at 8.3 µM; actives 0.21% (n = 370,000); AID 720509, 2013;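 active = inhibition above a per-campaign cutoff: mean of compounds within control limits plus 3 SD, cut at about 15% in these data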;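 note: 0% = median of all compound wells on the plate and 100% = blocking peptide control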
TCR-CD3 inh = inhibitors of human TCR-CD3 interaction, primary screen, biochemical, fluorescence, TAMRA-labeled TCR probe. T-cell receptor (TCR). inhibition, % at 9.4 µM. actives 0.37% (n = 360,000); in the data active = inhibition above about 19%;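 note: recombinant mutant TCR 2C K166C tagged with TAMRA read by polarization; 0% = receptor in buffer alone and 100% = receptor with positive control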
UHRF1 binding = UHRF1 methylated DNA binding inhibitors, primary screen, counter-screen for MBD2 inhibitor project, biochemical, TR-FRET, human UHRF1, single concentration; AID 687016, 2013; actives 0.75% (n = 370,000); E3 ubiquitin-protein ligase UHRF1 (Homo sapiens), Q96T88; inhibition, % at 4.4 µM; UHRF1 binding to methylated oligo; in the data active = inhibition above about 21%;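 note: UHRF1 SRA domain binding a hemimethylated CpG hairpin DNA probe; 0% = median of test compound wells and 100% = reference inhibitor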
The depositor's hits bear a star; . = not tested or not shown.

Values in the order – TDP2 inh, PRMT1 inh, SIAE primary, DDE Tn6 FP inh, DDE Tn7 FP inh, UHRF1 binding, KLK7 zymogen act, LEDGF integ inh, MBD2 DNA inh, TCR-CD3 inh
1: Cc1nc2ccccc2nc1-c1ccc([N+](=O)[O-])cc1
  9, 1, -1, 1, 6, 0, -0.4, 0, 4, 4
2: COc1ccc([C@@H]2[C@@H]3C(=O)N(C(C)(C)C)C(=O)[C@@H]3[C@]3(C)C(=O)N(c4ccccc4)C(=O)N23)cc1
  9, -2, 5, 5, -9, -1, -0.1, 3, 2, 7
3: COc1ccc2[nH]c(=O)c(CN(C(=O)NC3CCCCC3)C3CCCCC3)cc2c1
  7, -4, 0, -10, 3, -2, 0.9, 6, 3, 2
4: O=C(COc1ccc(Br)cc1)NCCNC(=O)c1ccccn1
  4, 6, 3, -3, -6, 2, 0.0, 1, 2, 2
5: S=C(NCC1CCCO1)Nc1cccc2ccccc12 (stereo not given)
  -12, -5, 5, -1, 1, -4, 0.0, 3, -5, 5
6: CC12CCC(C/C1=N/OC(=O)c1cccc([N+](=O)[O-])c1)C2(C)C (stereo not given)
  8, 4, -7, -10, 3, 4, 0.4, 0, 4, -8
7: CCCC/C=C/c1cccc2nncn12
  -7, 0, 0, 1, 2, -4, 0.3, 1, -2, -4
8: NC(=O)C1CCN(Cc2nc3cc(Cl)ccc3c(=O)[nH]2)CC1
  3, -2, -7, 4, -3, 2, -0.8, 2, -2, 5
9: CCCOc1ccc(-c2nc(SCc3ccccc3)[nH]c(=O)c2C#N)cc1OC
  -27, 1, -8, 2, -7, 2, -0.2, 7, -4, -6
10: CCc1cc(-c2nnn(CCC3COCCO3)c2CC)cc(CC)c1-c1cn(CCc2c[nH]c3ccccc23)nn1 (stereo not given)
  -2, -1, -3, 0, -8, 4, -0.2, -4, 5, -1
11: COc1ccc(CCNC(=O)c2cc(Cl)nc3ccccc23)cc1
  -13, 4, 1, 3, 6, 0, 0.1, 15*, -2, 12
12: CC1CCN(c2ccccc2NC(=S)NC(=O)c2cccs2)CC1
  0, 0, -16, -7, 2, 4, 0.4, -2, 0, -10
13: CCCCCCC/C=C(\C)[C@@H](O)[C@@H](C)C(=O)N1CCC[C@@H]1C(=O)O
  -15, -4, -1, 10, -7, 18, ., 7, 6, .
14: Cc1cc(C)c(NC(=O)C(C)N2CCCCCC2)c(C)c1 (stereo not given)
  6, -4, -7, -8, -6, 1, -0.1, -9, 2, -9
15: COC(=O)Nc1nnc(-c2ccccc2OC)s1
  7, 0, 8, 8, 1, -1, -13, -3, 1, 0
16: O=C(C[C@H]1C/C=C/CC[C@H](Cc2ccc(F)cc2)C(=O)O[C@H](c2ccccc2)CNC1=O)NCCO
  -1, -1, -3, -2, -2, -1, 0.4, 5, -2, 5
17: CCN(CC(=O)NCc1ccc(F)cc1)C(=O)c1oc2ccccc2c1C
  0, -2, -4, -5, -2, 2, 0.3, 3, 1, 0
18: O=C(c1cnn(C(=O)COc2ccc(Cl)cc2)c1)c1ccccc1O
  8, 3, -4, -8, 3, 1, 2.0, 0, 5, 2
19: NS(=O)(=O)c1ccc(NC(=O)CSc2nnc(Cc3cccs3)n2-c2ccccc2)cc1
  7, 3, -2, 9, 0, 1, 0.1, 2, 4, -4
20: CC(NC(=O)c1cccc(OC2CCN(C(=O)C3CC3)CC2)c1)c1ccc(F)cc1 (stereo not given)
  -14, -8, 0, -8, -6, -1, -0.5, -2, -5, 7

Two compounds drawn at random from the list so far:
Values in the order – TDP2 inh, PRMT1 inh, SIAE primary, DDE Tn6 FP inh, DDE Tn7 FP inh, UHRF1 binding, KLK7 zymogen act, LEDGF integ inh, MBD2 DNA inh, TCR-CD3 inh
10: CCc1cc(-c2nnn(CCC3COCCO3)c2CC)cc(CC)c1-c1cn(CCc2c[nH]c3ccccc23)nn1 (stereo not given)
  -2, -1, -3, 0, -8, 4, -0.2, -4, 5, -1
15: COC(=O)Nc1nnc(-c2ccccc2OC)s1
  7, 0, 8, 8, 1, -1, -13, -3, 1, 0

Later entries
Values in the order – TDP2 inh, PRMT1 inh, SIAE primary, DDE Tn6 FP inh, DDE Tn7 FP inh, UHRF1 binding, KLK7 zymogen act, LEDGF integ inh, MBD2 DNA inh, TCR-CD3 inh
21: O=C1NC(=O)/C(=C/c2ccc(O)cc2)S1
  6, 1, 2, 0, 0, -3, -1.3, -4, 1, 3
22: O=C(c1ccco1)N1CCn2cccc2C1c1ccccc1 (stereo not given)
  7, 3, 4, 6, -4, 4, 0.1, 1, 0, -1
23: Cc1ccc(/C=C2\C(=O)Nc3ccccc32)o1
  2, 60*, -1, -1, 8, 0, 0.5, 3, -2, -6
24: CC[C@@]1(C(=O)OC)N[C@H](CN(C)C(=O)c2ccc(F)cc2)[C@@H]2C(=O)N(C)C(=O)[C@@H]21
  -8, 1, 5, 2, 2, -4, -0.5, -1, 4, 2
25: CCCc1[nH]n(-c2ccc([N+](=O)[O-])cc2)c(=O)c1C=NCCc1c[nH]c2ccccc12
  -13, 4, -6, -9, 5, 3, 0.4, -4, 6, -2
26: O=C(COC(=O)c1cc([N+](=O)[O-])ccc1N1CCOCC1)NCCc1ccccc1
  -14, 4, 2, 1, -4, 1, 0.3, 0, 6, -8
27: CCN(C(=O)c1cccc(S(=O)(=O)N2CCCCC2)c1)C1CCS(=O)(=O)C1 (stereo not given)
  8, 5, 3, 0, -2, 0, -0.5, 2, -2, 5
28: COc1ccc(CN2CCC(CNS(=O)(=O)c3cccc(C(F)(F)F)c3)CC2)cc1
  9, 0, -2, -2, 0, 5, -0.9, 0, 3, -3
29: COc1ccc(CCN(C)C(=O)COc2cccc(-n3cnnn3)c2)cc1OC
  -1, -5, -2, 0, -3, 2, -0.4, 1, 1, 6
30: O=C(C1CCN(S(=O)(=O)c2ccc(Cl)cc2)CC1)N1CCCCCCC1
  1, -3, -2, -2, -5, 0, 0.0, 0, -1, -7
31: O=C(N[C@H]1C/C=C\C[C@@H](CC(=O)N(CCO)Cc2ccccc2)C(=O)N2CCC[C@H]2COC1=O)OCC1c2ccccc2-c2ccccc21
  -1, 5, 7, 4, 1, -1, 0.5, -1, 6, -7
32: Cc1ccccc1NC(=O)CSc1ccc(-c2cccnc2)nn1
  -5, 1, 10, -2, -1, -1, -1.2, -5, 4, 0
33: CC(C)[C@@H]1Cc2[nH][nH]c(=O)c2[C@H](c2ccc(F)cc2)O1
  4, -2, 8, 2, 2, -8, 0.7, -1, -5, -2
34: COc1cc2c(cc1OC)C(c1ccc(Br)cc1)N(C(=O)c1ccccc1C(=O)O)CC2 (stereo not given)
  -17, 4, -13, -3, 0, 7, 0.2, -1, 4, -3
35: CCNC(=S)Nc1ccc(Cc2ccncc2)cc1
  7, -5, 6, -2, 2, -3, -0.3, -1, -4, 3
36: CCC(C)C(NC(=O)c1ccccc1NC(=O)c1ccc(OC)cc1)C(=O)NCc1ccco1 (stereo not given)
  3, 1, -9, 0, -2, -2, -0.4, 2, 1, 3
37: COc1ccc(/C=C/C(=O)Nc2cc(=O)n(C)c(=O)n2C)cc1
  -9, 1, -1, -6, -1, 3, 2.0, -3, -4, -6
38: O=C(Nc1ccc(Cl)cc1)N[C@@H]1c2c(ccc3ccccc23)OC[C@@H]1CO
  6, 2, -2, 6, 1, -3, -0.8, -4, -3, 0
39: CC(C)c1ccc(N2C(=O)/C(=C/N(C)C)SC2=S)cc1
  1, 26*, -88, 43*, 5, 0, 0.1, 1, 3, 67*
40: N=C(N)SCCN
  -10, 15, -3, -8, 5, 3, -0.1, -5, 6, -15
41: O=C1Nc2ccc(C(=O)O)c(O)c2C1=O
  -7, 0, -4, 1, -6, 0, 0.2, 5, -10, 11
42: CCC(C)(C)NC(=O)CN(Cc1ccccc1)C(=O)CCC(=O)Nc1nccs1
  8, 2, -8, 5, 4, -1, 0.0, -2, 3, -5
43: CN1CCN(C(=O)/C=C\c2ccc(Cl)cc2)CC1
  -7, -2, -1, -2, -2, 2, -0.1, 1, -5, -3
44: S=C(NCc1ccc2c(c1)OCO2)NC1CC1
  0, 2, 7, 1, -3, 3, 0.1, -3, 0, -4
45: Cn1c(=O)c2cc(NC(=S)NC3CC3)ccc2n1Cc1cccc(C(F)(F)F)c1
  -4, 9, 3, 6, 2, 3, 10, -2, 1, -7
46: Cc1cc(Nc2ccc3c(c2)OCCO3)n2ncnc2n1
  -2, 0, 4, 7, 4, 2, 0.6, -1, 3, 5
47: CC1CCCN(C(=O)C2CCN(S(=O)(=O)c3cccc4nsnc34)CC2)C1 (stereo not given)
  -2, -1, 0, 0, 3, 3, 0.2, 0, 6, -9
48: CCOc1ccccc1NC(=O)C(C)CC (stereo not given)
  12, 0, 3, -2, 1, 3, 0.3, -3, 0, -2
49: CCOC(=O)c1cnn(CCOC(=O)C(C)(C)C)c1NC(=O)C(C)(C)C
  -6, 1, -2, -4, 3, -2, 0.1, 1, 1, 4
50: Cc1ccc(-c2nn(C(C)(C)C)c3ncnc(N)c23)cc1
  -3, -1, 1, 9, 5, 0, 0.0, -7, -3, -6
51: COc1ccccc1C(=O)Nc1cccc(NC(C)=O)c1
  22, -1, -2, -1, 5, -3, 0.3, 0, 2, -5
